# Compound activity from PubChem.
# UHRF1 binding: human UHRF1 methylated DNA binding inhibitors; Q96T88; UHRF1 binding to methylated oligo, TR-FRET; inhibition, % at 4.4 µM; hit rate 0.75% among 370,000; AID 687016; in the data active = inhibition above about 21%;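 also: UHRF1 SRA domain binding a hemimethylated CpG hairpin DNA probe; 0% = median of test compound wells and 100% = reference inhibitor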
# TCR CD3 inh: human TCR-CD3 binding inhibition. inhibition, % at 9.4 µM. TAMRA-labeled TCR probe fluorescence, biochemical. AID 651800. hit rate 0.37% among 360,000; in the data active = inhibition above about 19%;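 also: recombinant mutant TCR 2C K166C tagged with TAMRA read by polarization; 0% = receptor in buffer alone and 100% = receptor with positive control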
# SIAE primary: human SIAE inhibition, primary screen | Q9HAT2 | SIAE FP-Rh probe binding, fluorescence polarization | inhibition, % at 9.66 µM | hit rate 0.69% among 370,000;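 active = inhibition above a cutoff: mean of compounds within the control limits plus 3 SD of those, cut at about 17% in these data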;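 also: 0% = plate median of compound wells and 100% = probe without SIAE protein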
# Target sequence (Q9HAT2 whole entry, looked up): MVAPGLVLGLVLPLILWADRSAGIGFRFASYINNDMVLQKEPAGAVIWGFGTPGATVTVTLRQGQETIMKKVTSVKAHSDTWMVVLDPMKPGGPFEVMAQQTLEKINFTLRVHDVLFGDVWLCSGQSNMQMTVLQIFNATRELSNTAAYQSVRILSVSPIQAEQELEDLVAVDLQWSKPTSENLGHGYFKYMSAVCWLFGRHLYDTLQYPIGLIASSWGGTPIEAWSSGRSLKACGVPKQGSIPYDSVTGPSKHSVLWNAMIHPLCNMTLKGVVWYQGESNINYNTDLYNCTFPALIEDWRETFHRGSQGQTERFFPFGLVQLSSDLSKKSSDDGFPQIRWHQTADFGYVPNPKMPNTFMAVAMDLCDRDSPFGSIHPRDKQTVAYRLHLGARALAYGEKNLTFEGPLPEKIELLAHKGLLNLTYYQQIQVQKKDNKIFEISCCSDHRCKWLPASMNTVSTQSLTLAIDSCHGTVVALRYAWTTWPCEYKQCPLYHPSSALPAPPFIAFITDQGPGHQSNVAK
# HTRA1 inh: HTRA1 (human) protease inhibition | hit rate 0.5% among 340,000 | inhibition, % at 5.96 µM | recombinant HTRA1, FP-rhodamine activity-based probe, fluorescence polarization | AID 504803; in the data active = inhibition above about 36%;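 also: 0% = enzyme with DMSO and 100% = wells lacking enzyme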
# Target sequence (Q92743 whole entry, looked up): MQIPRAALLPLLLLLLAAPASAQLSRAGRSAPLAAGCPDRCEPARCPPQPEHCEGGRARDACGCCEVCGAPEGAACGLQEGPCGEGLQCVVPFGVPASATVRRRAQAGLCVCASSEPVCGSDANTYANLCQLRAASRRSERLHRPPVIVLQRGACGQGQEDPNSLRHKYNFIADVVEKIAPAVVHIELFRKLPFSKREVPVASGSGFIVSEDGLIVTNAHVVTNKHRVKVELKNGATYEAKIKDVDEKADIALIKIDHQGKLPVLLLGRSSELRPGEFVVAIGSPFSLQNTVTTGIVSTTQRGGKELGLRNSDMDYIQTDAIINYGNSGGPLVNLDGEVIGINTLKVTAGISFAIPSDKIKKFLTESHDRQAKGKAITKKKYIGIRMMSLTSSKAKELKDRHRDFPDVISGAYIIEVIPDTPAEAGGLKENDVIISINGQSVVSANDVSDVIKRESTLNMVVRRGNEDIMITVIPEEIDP
# NPR1 activator: GC-A (human) enzyme activation; P16066; HEK293 GC-A cells, cGMP TR-FRET, EC30 ANP; 0% at EC30 ANP, 100% saturating ANP; activation, % at 10 µM; hit rate 0.14% among 370,000; AID 1671463; in the data active = activation above about 40%
# MBD2 DNA inh: inhibitors of human MBD2 binding to methylated oligonucleotide. hit rate 0.31% among 370,000. TR-FRET. Q9UBB5. inhibition, % at 4.4 µM. AID 686964; in the data active = inhibition above about 13%
# ABHD4 inh: inhibits mouse alpha/beta hydrolase domain 4; inhibition, % at 8.92 µM; Q8VD66; purified mABHD4, FP-Rh probe fluorescence polarization; hit rate 0.54% among 370,000;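 active = inhibition exceeding the mean over every tested compound plus 3 SD, cut at about 30% in these data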;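 also: 0% = plate median of compound wells and 100% = S159A mutant with DMSO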
#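 Assay system: wild-type mouse ABHD4 protein; compound: single nominal dose of 8.92 µM, 0.89% DMSO final; schedule: 45 min + 60 min at 25 °C; measured by: FP readout, ex 525 nm / em 598 nm; evaluation: % inhibition of FP-Rh probe binding versus controls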
# GC-B act: GC-B (human) receptor activation; HEK293-GC-B cells, CNP EC30, cGMP TR-FRET; 0% at EC30 CNP, 100% saturating CNP; hit rate 0.11% among 370,000; activation, % at 10 µM;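 active = activation at 10 µM reaching about 35% in either raw or pattern-adjusted values, limit read from the data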
# PRMT1 FP inh: blocks human protein arginine methyltransferase 1; recombinant PRMT1, activity-based probe fluorescence polarization; inhibition, % at 2.79 µM; hit rate 1.3% among 370,000;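 active = inhibition above about 21% made by adding two undisclosed values, limit read from the data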
# rCAG binder: r(CAG) repeat RNA binding. TO-PRO-1 dye displacement fluorescence. inhibition, % at 3 µM. hit rate 1.3% among 370,000. AID 651821;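 active = inhibition above the plate cutoff, the mean of all test compounds on that plate plus 3 SD, cut at about 35% in these data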;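 also: 0% = DMSO alone and 100% = 100 µM mitoxantrone as full dye displacement; higher means more dye released from RNA so lower well fluorescence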
# Starred values were filed as active, the others as inactive; . = not tested or not shown.
1. O=[N+]([O-])c1ccc2[nH]c(O)c(N=Nc3ccc(F)cc3)c2c1
2. COc1ccc(CCNC(=O)CNS(=O)(=O)c2ccc(Cl)cc2)cc1
3. CC(C)=CCn1c2ccc(NC(=O)NCc3ccc(F)cc3)cc2c(=O)n1C
4. CCOC(=O)[C@]12CCCC=C1N(Cc1ccc3c(c1)OCO3)C(=O)[C@H](CC(=O)NCCCCc1ccccc1)C2
5. Cc1ccc(NC(=S)NNC(=S)NCc2ccccc2)cc1
6. COc1ccc(/C=C/C(=O)c2ccc(O)cc2)cc1
7. CC(OC(=O)c1ccc2ncsc2c1)C(=O)Nc1cccc(Cl)c1 (stereo unspecified)
8. NC(=O)C1CCN(C(=O)C(=O)c2cn(CC(=O)N3CCCC3)c3ccccc23)CC1
assay / entry	1	2	3	4	5	6	7	8
UHRF1 binding	-4	4	1	-2	-2	-1	1	0
TCR CD3 inh	-3	2	-6	5	5	-7	-6	1
SIAE primary	6	-2	-2	-6	2	-2	0	9
HTRA1 inh	-7	.	.	.	0	-13	-20	-3
NPR1 activator	-1	1	1	-7	-2	-3	-4	1
MBD2 DNA inh	2	-4	-2	2	-4	2	5	-4
ABHD4 inh	6	5	2	-2	1	-13	-5	-4
GC-B act	-9	0	0	2	4	3	-4	7
PRMT1 FP inh	3	-2	0	2	-3	1	3	-1
rCAG binder	5	-4	2	3	0	3	6	1

9. CCOC(=O)C1(C)CCCN(C(=O)COc2ccccc2)C1 (stereo unspecified)
10. CC1=C(C(=O)Nc2ccccc2)C(c2ccco2)n2ncnc2N1 (stereo unspecified)
11. CNC(=O)CSc1nnc(-c2ccc3c(c2)OCO3)n1C
12. CCOc1ccc(C(=O)Oc2cc(C)[nH]c(=O)c2[N+](=O)[O-])cc1
13. CC1CN(C(=O)/C=C/c2ccc(SC(F)F)cc2)CC(C)O1 (stereo unspecified)
14. CC(C)OC(=O)c1ccc(NCc2cc(O)ccc2O)cc1Cl
15. CC(C)c1ccc(CC(=O)N2CCC2(C)C(=O)Nc2cccc(C#N)c2)cc1 (stereo unspecified)
16. Cc1ccc(NC(=O)CN(C)S(=O)(=O)c2cccc3nsnc23)cc1
assay / entry	9	10	11	12	13	14	15	16
UHRF1 binding	2	-1	-1	-1	-1	-8	-2	0
TCR CD3 inh	0	-2	0	-3	3	-2	4	-6
SIAE primary	-4	-6	1	-5	14	3	-2	-2
HTRA1 inh	.	6	8	-5	15	-1	.	-2
NPR1 activator	-1	0	4	-2	1	-5	1	1
MBD2 DNA inh	2	3	1	6	-1	-7	-2	0
ABHD4 inh	3	4	-2	-6	-3	23	0	3
GC-B act	-4	8	2	0	-2	-4	-1	0
PRMT1 FP inh	-3	2	0	4	0	17	-5	2
rCAG binder	1	-2	2	74*	-6	8	-1	-2

# Two records picked at random from those above, as already listed:
16. Cc1ccc(NC(=O)CN(C)S(=O)(=O)c2cccc3nsnc23)cc1
9. CCOC(=O)C1(C)CCCN(C(=O)COc2ccccc2)C1 (stereo unspecified)
assay / entry	16	9
UHRF1 binding	0	2
TCR CD3 inh	-6	0
SIAE primary	-2	-4
HTRA1 inh	-2	.
NPR1 activator	1	-1
MBD2 DNA inh	0	2
ABHD4 inh	3	3
GC-B act	0	-4
PRMT1 FP inh	2	-3
rCAG binder	-2	1

# Following part.
17. CCOc1ccc(N(CC(=O)Nc2c(C)n(C)n(-c3ccccc3)c2=O)S(=O)(=O)c2cccc3cccnc23)cc1
18. Cc1ccc(S(=O)(=O)NC(CC(=O)OCc2ccccc2)C(=O)OCc2ccccc2)cc1 (stereo unspecified)
19. COC(=O)C1=C(C(=O)OC)[C@@H]2N(C)c3ccc(OC)cc3[C@@]23C[C@@H](C(=O)OC)N=C3N1
20. Cc1ccc(Nc2nnc(SCc3cc(=O)n4cc(C)ccc4n3)s2)cc1
21. COc1ccc(NC(=S)N(Cc2ccc(C(=O)O)cc2)Cc2ccc(OC)c(OC)c2)cc1
22. COc1ccc(C(=O)N/N=C(/C)c2cccc(NC(=O)C(F)(F)F)c2)cc1
23. CCCCN1CC(COC)Oc2cccc(F)c2S1(=O)=O (stereo unspecified)
24. CCN=c1scc(C)n1/N=C/c1ccc(O)c(O)c1O
assay / entry	17	18	19	20	21	22	23	24
UHRF1 binding	6	3	-3	4	-2	-2	-2	3
TCR CD3 inh	.	6	7	5	-1	-3	2	27*
SIAE primary	-2	-12	2	-7	4	8	4	9
HTRA1 inh	.	-18	2	4	-3	6	4	60*
NPR1 activator	-3	-2	2	-3	3	-1	-4	-4
MBD2 DNA inh	7	0	-4	2	0	-5	-5	-4
ABHD4 inh	-7	-11	4	-7	2	5	-4	60*
GC-B act	-3	1	0	-3	-2	1	0	-8
PRMT1 FP inh	11	0	2	-4	10	-2	-4	60*
rCAG binder	6	1	1	-2	9	0	1	38*

25. O=[N+]([O-])c1ccc(O)c(CN2CCCCCC2)c1
26. CCCCCOc1ccc(C(=O)NC(CCC)C(=O)O)cc1 (stereo unspecified)
27. N/C(=N\OC(=O)c1ccc(Cl)cc1[N+](=O)[O-])c1ccccn1
28. Cc1cccc(Cc2cnc(N3C(=N)SC(c4ccccc4)C3=O)s2)c1 (stereo unspecified)
29. COc1cc(NC(=O)[C@@H]2CCCN2S(=O)(=O)c2cccc3cccnc23)cc(OC)c1OC
30. COC(=O)c1[nH]c(C)c(/C(O)=C2\C(=O)C(=O)N(CCN(C)C)C2c2cccc(OC)c2OC)c1C (stereo unspecified)
31. O=C(Nc1ccccc1F)c1ccc(COc2ccc(Cl)cc2Cl)o1
32. Cc1ccc(-c2cc(C(=O)Nc3ccc(S(=O)(=O)Nc4nccs4)cc3)c3ccccc3n2)c(C)c1
assay / entry	25	26	27	28	29	30	31	32
UHRF1 binding	-2	0	2	-2	3	0	-1	-4
TCR CD3 inh	-3	4	5	-8	0	-8	-3	-5
SIAE primary	-1	2	2	-1	-2	-1	-14	-18
HTRA1 inh	3	2	5	-22	4	1	-37	-67
NPR1 activator	-1	-4	8	-5	-2	1	11	-10
MBD2 DNA inh	1	-5	2	-1	7	-2	-2	-8
ABHD4 inh	-1	6	0	-9	6	2	-38	-93
GC-B act	4	-2	-1	0	-5	7	-4	1
PRMT1 FP inh	1	1	-1	2	0	6	0	19
rCAG binder	-1	8	-1	40*	-2	6	1	68*

33. Cn1c(NC(=O)c2ccc(Cl)s2)cc(=O)n(C)c1=O
34. Cc1cccc(-c2cccc3c4c([nH]c23)[C@@H]2C[C@H](N(C)C(=O)Nc3ccccc3)[C@H]([C@H](C)O)CN2CC4)c1
35. CCOc1ccc(C(=O)NCC2CCN(CC3CCCCC3)CC2)cc1
36. COC(=O)c1ccc2nc(-c3cccc(Cl)c3)c(Cc3ccccc3C(F)(F)F)n2c1
37. COc1ccc(-c2cc(C(=O)OC3CCOC3=O)c3ccccc3n2)cc1 (stereo unspecified)
38. Cn1sc2ccccc2c1=O
39. COCCn1c(SCC(=O)NC(=O)NCc2ccccc2)nc2ccccc2c1=O
40. OCC[C@@H]1C[C@@H](O)[C@H](O)[C@]2(CCCc3ccccc3O2)O1
assay / entry	33	34	35	36	37	38	39	40
UHRF1 binding	-1	1	0	22*	2	2	-2	-1
TCR CD3 inh	1	.	-4	0	-2	-6	5	-4
SIAE primary	12	-3	-2	2	-3	11	-5	2
HTRA1 inh	-3	.	1	.	-20	2	-4	-2
NPR1 activator	13	-2	0	7	16	14	-2	0
MBD2 DNA inh	-1	1	3	13	1	-1	-7	-5
ABHD4 inh	-1	-3	7	-3	-14	13	7	-1
GC-B act	7	-5	1	9	-3	10	-4	10
PRMT1 FP inh	-1	1	2	1	2	71*	3	-2
rCAG binder	2	6	-7	4	18	2	2	0

41. CC1CN=C(NC(=O)c2cccc([N+](=O)[O-])c2)S1 (stereo unspecified)
42. COc1ccc(NS(=O)(=O)c2ccc(O)c(C(=O)OCC(=O)N3CC(C)OC(C)C3)c2)cc1 (stereo unspecified)
43. COc1ccc(N2CCN(CCCNC(=O)Cc3ccc(C(F)(F)F)cc3)CC2)cc1
44. Cc1ccc(CS(=O)(=O)Cc2ccc(C(=O)NCCc3ccccc3)o2)cc1
45. COc1ccc2c(c1)C(=O)CC(c1ccccc1F)O2 (stereo unspecified)
46. COc1ccc(S[C@]2(C(=O)NCCCN(C)C)CC(=O)N[C@@H]2c2ccc(OC)cc2)cc1
47. CCOCCCNC(=O)c1ccc(Cn2c(=S)[nH]c3c([nH]c4ccc(OC)cc43)c2=O)cc1
48. O=C(NCCc1csc(-c2cccnc2)n1)c1cccs1
assay / entry	41	42	43	44	45	46	47	48
UHRF1 binding	3	5	-2	0	-3	-2	-2	0
TCR CD3 inh	-8	1	.	2	6	.	1	5
SIAE primary	7	-6	5	-2	-2	3	0	6
HTRA1 inh	0	2	.	-2	-7	.	2	-6
NPR1 activator	0	-1	-6	3	5	3	9	-1
MBD2 DNA inh	6	3	4	-1	2	-2	0	-6
ABHD4 inh	1	6	0	-1	3	3	24	-2
GC-B act	-1	-1	0	-3	-3	7	8	-2
PRMT1 FP inh	16	2	-5	-1	0	5	3	-1
rCAG binder	-1	11	1	-2	1	0	9	0

49. COc1ccc2c(c1)CC(C(=O)Nc1ccc(Cl)cc1)/C(=N/O)O2 (stereo unspecified)
50. CC(C)NC(=O)C1(C)CCCN1Cc1ccccc1C#N (stereo unspecified)
51. CCOc1ccccc1NC(=O)Cn1nnc(C(=O)NCc2cccs2)c1N
52. Cc1nc2c(=O)n(C)c(=O)[nH]c2n1Cc1ccccc1
53. CS(=O)(=O)Nc1ccc(C(=O)N2CC(=O)Nc3ccccc32)cc1
54. O=C(Nc1c(C(=O)O)[nH]c2ccccc12)c1cccc(C(F)(F)F)c1
55. O=C(Nc1ccc(F)cc1)Nc1sccc1-c1nc2ccccc2s1
56. Cc1cc(C)cc(C(=O)Nc2ccc(NC(=O)Cc3ccccc3)cc2)c1
assay / entry	49	50	51	52	53	54	55	56
UHRF1 binding	2	4	11	-6	-1	0	-8	-1
TCR CD3 inh	-5	0	-8	7	-2	4	-18	-10
SIAE primary	-5	-4	-2	-1	-5	-3	2	-2
HTRA1 inh	-14	.	3	0	0	4	-23	-16
NPR1 activator	1	0	3	-2	-2	1	6	-1
MBD2 DNA inh	1	-1	1	0	3	-5	-2	-1
ABHD4 inh	-7	-4	1	-5	1	6	-7	3
GC-B act	2	-2	3	-1	7	-8	-1	0
PRMT1 FP inh	2	-6	0	-3	0	1	4	-3
rCAG binder	0	-3	-1	-2	-1	39*	11	-2

# Of the compounds above, these contain an NH in an aromatic ring.
1. O=[N+]([O-])c1ccc2[nH]c(O)c(N=Nc3ccc(F)cc3)c2c1
12. CCOc1ccc(C(=O)Oc2cc(C)[nH]c(=O)c2[N+](=O)[O-])cc1
30. COC(=O)c1[nH]c(C)c(/C(O)=C2\C(=O)C(=O)N(CCN(C)C)C2c2cccc(OC)c2OC)c1C (stereo unspecified)
34. Cc1cccc(-c2cccc3c4c([nH]c23)[C@@H]2C[C@H](N(C)C(=O)Nc3ccccc3)[C@H]([C@H](C)O)CN2CC4)c1
47. CCOCCCNC(=O)c1ccc(Cn2c(=S)[nH]c3c([nH]c4ccc(OC)cc43)c2=O)cc1
52. Cc1nc2c(=O)n(C)c(=O)[nH]c2n1Cc1ccccc1
54. O=C(Nc1c(C(=O)O)[nH]c2ccccc12)c1cccc(C(F)(F)F)c1
assay / entry	1	12	30	34	47	52	54
UHRF1 binding	-4	-1	0	1	-2	-6	0
TCR CD3 inh	-3	-3	-8	.	1	7	4
SIAE primary	6	-5	-1	-3	0	-1	-3
HTRA1 inh	-7	-5	1	.	2	0	4
NPR1 activator	-1	-2	1	-2	9	-2	1
MBD2 DNA inh	2	6	-2	1	0	0	-5
ABHD4 inh	6	-6	2	-3	24	-5	6
GC-B act	-9	0	7	-5	8	-1	-8
PRMT1 FP inh	3	4	6	1	3	-3	1
rCAG binder	5	74*	6	6	9	-2	39*

# Only part of the results is shown, so the mix of outcomes need not match the whole.
